Compound activity: PubChem BioAssay, several laboratories
HMGR II inh: E. faecalis class II HMG-CoA reductase inhibition. purified E. faecalis HMGR, NADPH absorbance 340 nm kinetic. hit rate 0.41% among 190,000. inhibition, % at 10 µM. AID 1066;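 active = inhibition above a set limit, the median over all tested compounds plus 3 SD, cut at about 9.5% in these data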;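 also: enzyme runs in reverse so mevalonate oxidation gives rising NADPH absorbance; 0% = complete reaction with DMSO and 100% = background rate lacking mevalonate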
Hsp70 activator: Hsp70 transcriptional activation, primary screen | HeLa Hsp70 promoter luciferase reporter, luminescence; scaled: vehicle 0, proteasome-inhibitor control 100% | activation, % at 10 µM | hit rate 0.04% among 200,000 | AID 1203;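 active = activation above the mean across all tested compounds plus 3 SD, cutoff set per campaign, cut at about 5.5% in these data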;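 also: 100% = MG132 at 30 µM as the positive control and 0% = DMSO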
STAT1 act: increases IFN-gamma driven STAT1 reporter signal; activation (% of control), % at 5.5 µM; hit rate 2.6% among 200,000; NIH 3T3 STAT1-luciferase reporter, luminescence; 100% = IFN-gamma alone, no compound;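 active = activation above the screen-wide mean activation plus 3 SD, cut at about 130% in these data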;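 also: raw ratio to IFN-gamma control signal so 100% means no change and 0% no light; values of inactives mirror those of a sister screen read the other way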
APP 5'UTR act: APP 5'UTR luciferase reporter activation; SH-SY5Y APP 5'UTR luciferase reporter, luminescence; zero percent = DMSO vehicle wells; activation, % at 2 µM; hit rate 1% among 190,000;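 active = activation above a set limit, based on mean plus 3 SD of controls, cut at about 140% in these data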; also: values of inactives mirror those of a sister screen read the other way
STAT1 inh: STAT1 signaling inhibition. NIH 3T3 STAT1-luciferase reporter, IFN-gamma, luminescence. inhibition, % at 5.5 µM. hit rate 0.35% among 200,000;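 active = inhibition above a set limit, the mean inhibition across all tested compounds plus 3 SD, cut at about 34% in these data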;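 also: 0% = IFN-gamma with DMSO and 100% = IFN-gamma with 300 µM nifuroxazide; values of inactives mirror those of a sister screen read the other way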
STAT3 inh: inhibitors of IL-6 induced STAT3 signaling; U3A cells, IL-6 STAT3-luciferase reporter, luminescence; host cell line lacks STAT1; inhibition, % at 5.5 µM; hit rate 0.89% among 190,000; AID 862;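 active = inhibition above the mean inhibition across all screened compounds plus 3 SD, cut at about 44% in these data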;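 also: 0% = DMSO only wells and 100% = 100 µM nifuroxazide control wells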
DTT redox prof: compounds producing H2O2 with reducing agent – biochemical, NIH compound library profiling, artefact control for MLSCN library redox annotation, primary screen; DTT-dependent redox cycling H2O2, phenol red/HRP absorbance; 100% = 100 µM peroxide control, 0% = buffer; activation, % at 10 µM; hit rate 0.03% among 200,000;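 active = activation of at least 50% relative to the plate's high and low controls in the primary single-dose screen; inactive = activation below 50%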;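 also: compound incubated with DTT at 0.8 mM final as the reducing agent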
TLR4 MyD88 comp: blocks binding of human TLR4 to MyD88; O00206+Q99836; HeLa CL3-4 TLR4/MyD88 BLA complementation, FRET ratio; inhibition, % at 8.4 µM; hit rate 0.18% among 200,000; AID 861; in the data active = inhibition above about 25%;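 also: 0% = vehicle and 100% = reference inhibitor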
Target sequence (O00206 whole entry, looked up): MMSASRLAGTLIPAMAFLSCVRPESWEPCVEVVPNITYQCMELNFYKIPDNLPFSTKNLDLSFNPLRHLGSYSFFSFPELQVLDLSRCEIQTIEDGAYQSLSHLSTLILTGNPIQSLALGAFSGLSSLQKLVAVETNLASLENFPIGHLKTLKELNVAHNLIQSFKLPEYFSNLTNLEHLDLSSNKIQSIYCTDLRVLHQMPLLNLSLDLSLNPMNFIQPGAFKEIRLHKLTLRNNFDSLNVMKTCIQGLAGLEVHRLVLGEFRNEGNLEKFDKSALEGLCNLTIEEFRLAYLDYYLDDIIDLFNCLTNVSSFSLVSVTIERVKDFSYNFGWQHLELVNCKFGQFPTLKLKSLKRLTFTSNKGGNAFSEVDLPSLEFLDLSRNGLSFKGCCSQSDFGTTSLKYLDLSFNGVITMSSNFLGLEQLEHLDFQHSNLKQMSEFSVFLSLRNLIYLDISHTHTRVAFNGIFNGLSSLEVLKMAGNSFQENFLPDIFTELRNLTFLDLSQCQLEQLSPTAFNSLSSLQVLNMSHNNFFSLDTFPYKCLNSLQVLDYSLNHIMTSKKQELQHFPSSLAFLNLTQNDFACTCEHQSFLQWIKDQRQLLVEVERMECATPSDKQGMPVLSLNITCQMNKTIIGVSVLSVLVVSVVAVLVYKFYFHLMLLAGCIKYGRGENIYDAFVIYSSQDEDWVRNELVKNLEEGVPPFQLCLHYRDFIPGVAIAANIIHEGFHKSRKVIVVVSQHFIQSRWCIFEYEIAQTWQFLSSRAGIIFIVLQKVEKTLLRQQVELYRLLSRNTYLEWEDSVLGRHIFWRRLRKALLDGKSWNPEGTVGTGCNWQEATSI
Target sequence (Q99836 whole entry, looked up): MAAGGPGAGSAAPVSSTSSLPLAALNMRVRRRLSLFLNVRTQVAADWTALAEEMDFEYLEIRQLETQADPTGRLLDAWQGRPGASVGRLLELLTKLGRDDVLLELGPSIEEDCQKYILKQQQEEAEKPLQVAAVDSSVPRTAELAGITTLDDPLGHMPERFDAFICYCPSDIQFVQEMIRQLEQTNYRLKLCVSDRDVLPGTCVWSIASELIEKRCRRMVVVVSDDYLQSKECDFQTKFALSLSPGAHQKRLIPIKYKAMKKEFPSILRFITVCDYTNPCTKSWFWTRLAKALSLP
STAT3 act: increases IL-6 driven STAT3 reporter signal | U3A cells, IL-6 STAT3-luciferase reporter, luminescence; 100% = signal with IL-6 EC80 alone | activation (% of control), % at 5.6 µM | hit rate 0.91% among 190,000 | AID 871;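 active = activation above the screen-wide mean of compound activation plus 3 SD, cut at about 130% in these data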;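 also: 0% = background luminescence of wells with medium and substrate only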
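Test system: STAT3-luciferase reporter U3A cells; Detection: reporter luminescence signal; Times: 1 h compound pre-exposure, 6 h IL-6 stimulation, 37 °C; Benchmarks: IL-6-only high control; Also added: IL-6 stimulus at 33 ng/mL final.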
NF-kB neuron act: NF-kB expression increase, human neuronal cells; NF-kB reporter expression; hits give high values; fold change at 12.5 µM; hit rate 1.6% among 190,000; AID 1239; in the data active = fold change above about 3.3
* marks the source's active call; other numbers are inactive results; . = no result given.

| Structure | HMGR II inh | Hsp70 activator | STAT1 act | APP 5'UTR act | STAT1 inh | STAT3 inh | DTT redox prof | TLR4 MyD88 comp | STAT3 act | NF-kB neuron act |
| --- | --- | --- | --- | --- | --- | --- | --- | --- | --- | --- |
| O=C(NCc1ccccn1)c1cc(-c2ccc(-c3ccccc3)cc2)nc2ccccc12 | -2 | -0.3 | 156* | 107 | -63 | -16 | 1.1 | 7 | 115 | 1.9 |
| CC(CCc1ccccc1)NC(=O)c1ccccc1 (stereo not drawn) | -3 | -0.3 | 100 | 2 | -1 | 0 | 0.2 | 8 | 105 | 1.1 |
| O=C(c1cccc(C(F)(F)F)c1)C1CCCN(Cc2cccn2-c2ncccn2)C1 (stereo not drawn) | -4 | -0.2 | 89 | -1 | 10 | 12 | -1.5 | 9 | 93 | 0.75 |
| COc1ccc(N(CC(=O)Nc2ccc3c(c2)OCCO3)S(C)(=O)=O)c(OC)c1 | 3 | -0.2 | 96 | -8 | 5 | 15 | -2.6 | -11 | 91 | 0.54 |
| O=C(CCN1CCOCC1)NNC(=S)NC(=O)c1ccccc1 | -4 | 0.1 | 101 | 3 | -3 | 8 | -0.6 | 6 | 98 | 1.1 |
| CCC(CC)C(=O)NCCc1ccc(S(N)(=O)=O)cc1 | -5 | 1.2 | 90 | 5 | 11 | 12 | -0.5 | -9 | 93 | 1 |
| COCCNc1ccc(N2C(=O)CCCC2=O)cc1[N+](=O)[O-] | -10 | -0.1 | 95 | 17 | 3 | 9 | 0.7 | -5 | 98 | 1.2 |
| O=C(NCc1cccnc1)c1ccc(-c2cc(Cl)ccc2Cl)o1 | -4 | -0.1 | 93 | 22 | 7 | -5 | -0.2 | 8 | 109 | 1 |
| Cc1cccn2c(Nc3ccccc3)c(-c3ccccn3)nc12 | 0 | -0.2 | 87 | 45 | 14 | 0 | -0.9 | -1 | 102 | 0.77 |
| CCOC(=O)c1nc(Nc2cc(C)cc(C)c2)c2ccccc2n1 | -2 | 0.1 | 101 | 7 | -2 | 26 | -1.1 | -3 | 83 | 0.76 |
| CC(C)c1nnc(NC(=O)c2cnccn2)s1 | -6 | -0.1 | 111 | 18 | -12 | -7 | 1.5 | -1 | 107 | 1.5 |
| O=C(CCC(=O)c1ccc(Oc2ccccc2)cc1)Nc1cccc(Cl)c1Cl | 0 | -0.3 | 100 | -16 | 0 | -6 | 1.0 | -12 | 105 | 1 |
| Cc1cc(C)c(S(=O)(=O)c2ccccc2)c(OC(=O)c2cc(F)c(F)cc2Cl)n1 | 2 | -0.3 | 98 | -4 | 2 | 10 | -5.3 | -14 | 94 | 1.1 |
| CCOC(=O)N1CCN(C(=S)NC(=O)c2ccc(F)cc2)CC1 | -2 | -0.5 | 104 | 38 | -4 | -3 | -0.4 | 17 | 104 | 1 |
| O=C(COC(=O)c1cccc(C(F)(F)F)c1)NCc1ccccc1 | -3 | -0.3 | 93 | -19 | 8 | 10 | -0.7 | 5 | 91 | 1.2 |
| COc1ccc(CNC(NC(=O)c2ccccc2)(C(F)(F)F)C(F)(F)F)cc1 | -2 | -0.1 | 102 | -1 | -3 | -6 | 0.4 | -13 | 105 | 1.2 |
| Cc1ccc([N+](=O)[O-])cc1NC(=S)NC(=O)c1cccs1 | 0 | -0.3 | 104 | 1 | -5 | -16 | 2.2 | -5 | 115 | 1.1 |
| CC(C)(C)c1nn(-c2ccccc2)c2[nH]c(=O)c(CNCc3ccc4c(c3)OCO4)cc12 | 3 | -0.4 | 99 | -6 | 1 | 0 | 0.2 | 5 | 105 | 1.9 |
| Nc1ccccc1Nc1cccc(C(F)(F)F)c1 | -2 | -0.1 | 129* | -7 | -31 | 10 | -2.1 | -7 | 92 | 0.76 |
| COc1ccccc1C(=O)NC(=Nc1nc2ccccc2o1)NC(=O)c1ccccc1OC | -1 | -0.1 | 99 | 2 | -1 | -41 | 0.8 | 5 | 136* | 0.48 |
| CCOC(=O)c1ccc2c(c1)nc(SCC(=O)N1CCOCC1)n2CC | 5 | -0.3 | 98 | -1 | 0 | 4 | -0.8 | -9 | 101 | 0.81 |
| C=CCC(C#Cc1ccccc1)N(C)C (stereo not drawn) | -5 | -0.1 | 100 | 21 | 0 | 3 | -0.1 | 4 | 102 | 1.2 |
| S=C(c1cn(CCOc2ccccc2)c2ccccc12)N1CCCC1 | -7 | -0.3 | 100 | 2 | 0 | 4 | 3.1 | -18 | 103 | 1.8 |
| c1csc(CNc2ncnc3sccc23)c1 | . | -0.5 | 77 | -3 | 25 | 66* | 0.0 | -7 | 49 | . |
| O=C(Nc1ccc(F)cc1)C1CCN(C(=O)c2ccc([N+](=O)[O-])cc2)CC1 | -4 | -0.1 | 110 | -15 | -13 | -1 | -1.3 | -6 | 104 | 1.2 |
| Brc1cccc(CSc2nnc(-c3ccncc3)o2)c1 | 0 | -0.2 | 86 | 7 | 14 | 18 | -0.8 | -24 | 89 | 1 |
| Cc1nc(C)c(N)c(=O)[nH]1 | 2 | 0.0 | 103 | -22 | -4 | 1 | -1.7 | 8 | 105 | 0.99 |
| Cc1scc(C(=O)Nn2cnnc2)c1-c1ccccc1 | -2 | -0.1 | 101 | 0 | -1 | 0 | -2.8 | -6 | 104 | 1.2 |
| CCn1c(SC/C=C/c2ccccc2)nnc1-c1cnccn1 | -4 | -0.2 | 106 | -4 | -6 | 6 | 2.3 | 2 | 98 | 1.1 |
| Cc1cc(C)n(CCNC(=O)CCc2nnc(CCc3ccccc3)o2)n1 | -8 | 0.0 | 103 | 8 | -3 | 2 | 0.1 | 10 | 103 | 0.94 |
| Cc1ccccc1S(=O)(=O)Nc1nc2ccccc2nc1N1CCc2ccccc2C1 | 3 | -0.3 | 100 | 18 | 0 | -38 | 0.2 | -1 | 136* | 1.2 |
| C/C(CC(=O)NC1CCCC1)=N\NC(=O)Cc1csc(N)n1 | -6 | 0.2 | 109 | 5 | -10 | 6 | -0.4 | 0 | 99 | 1.2 |
| O=C(CNC(=S)N(Cc1ccccc1Cl)C1CCCC1)NCCN1CCOCC1 | 5 | 0.1 | 97 | -19 | 4 | 15 | 0.2 | -7 | 94 | 1.3 |
| Cc1cc(C=C2C(=O)CCCC2=O)c(C)n1-c1ccccc1 | 4 | -0.4 | 97 | 7 | 3 | -1 | 0.3 | 2 | 104 | 0.87 |
| CC1=CCP(=O)(c2ccccc2)C1 (stereo not drawn) | 0 | 0.1 | 98 | -8 | 2 | 1 | 2.2 | 4 | 101 | 1 |
| Cc1ccc(-c2nnn(CC(=O)N3CCCCC3)n2)c(-n2cnnn2)c1 | -7 | -0.1 | 97 | -2 | 3 | 5 | -0.1 | -6 | 98 | 1.2 |
| Cc1ccc2[nH]c3c(c2c1)CN(C(=O)CN(C)CC1OCCO1)CC3 | -8 | -0.2 | 101 | 6 | -1 | 8 | 2.0 | -2 | 96 | 1 |
| CCCCCCCCCCS(=O)(=O)N/N=C/c1ccc(O)cc1 | 3 | -0.1 | 100 | 7 | -1 | 2 | 0.2 | 0 | 101 | 1 |
| O=C(COc1ccc2ccccc2c1)N1CCCC1 | -2 | 0.1 | 119 | 5 | -21 | 5 | -2.0 | 4 | 99 | 1.5 |
| O=C(Nc1ccccc1)C1CCCCN1S(=O)(=O)c1ccccc1 (stereo not drawn) | -3 | -0.4 | 98 | 17 | 0 | -2 | 0.0 | -3 | 103 | 1.3 |
| O=C(NCc1ccccn1)c1ccccc1-c1ccccc1 | 0 | -0.5 | 105 | -7 | -9 | 5 | 4.8 | 7 | 100 | 1.1 |
| COC(=O)c1[nH]c2ccc(Br)cc2c1NC(=O)C(C)N1CCN(C2CCCCC2)CC1 (stereo not drawn) | -2 | -0.1 | 99 | -15 | 1 | -6 | 1.7 | 4 | 109 | 0.57 |
| Cc1ccc(CNC(=O)CN2CCCC(C)C2)cc1 (stereo not drawn) | 2 | -0.3 | 95 | -12 | 5 | 10 | 2.8 | 0 | 98 | 1.1 |
| CCCc1cc(C(=O)NNC(=S)Nc2cccc(C)c2)cs1 | 6 | -0.2 | 142* | 110 | -46 | -6 | 0.4 | 1 | 108 | 2.1 |
| O=C(Nc1cccc(Cl)c1)c1ccc(NCC2CCCO2)c([N+](=O)[O-])c1 (stereo not drawn) | -4 | -0.4 | 100 | 19 | 0 | 12 | 1.6 | 5 | 92 | 1.2 |
| CCCCOc1ccc(Cl)cc1CSc1nnc(C)n1N | -1 | -0.5 | 96 | -26 | 1 | 4 | 0.3 | -6 | 100 | 0.98 |
| COc1ccc(/C=C/C(=O)NC(=S)NNC(=O)c2ccco2)cc1 | 9.8* | -0.5 | 101 | 35 | -1 | -10 | 0.6 | -2 | 109 | 0.67 |
| NC1=NC(=Nc2ccc(Br)cc2)c2ccccc21 | -3 | 0.1 | 103 | -7 | -3 | 11 | 0.1 | -3 | 93 | 1.2 |
| CC(=O)c1cn(CC(=O)NCc2cccnc2)c2ccccc12 | -3 | -0.1 | 93 | -8 | 7 | 10 | 2.1 | 0 | 94 | 1.1 |
| O=c1c2c(nc3n1CCCCC3)sc1c(O)cccc12 | -11 | 1.2 | 104 | 133 | -5 | 65* | -0.6 | 6 | 50 | 4.9* |
| COCCSc1ccccc1C(=O)Nc1ccc(Cl)cn1 | -4 | -0.4 | 93 | -10 | 8 | 13 | 0.1 | -3 | 92 | 1.2 |
| Cc1nc2cnccc2n1C | -10 | 0.1 | 104 | 25 | -5 | 4 | 0.2 | -4 | 103 | 1 |

Reformatted as labelled records: four of the compounds above.
S=C(c1cn(CCOc2ccccc2)c2ccccc12)N1CCCC1
  HMGR II inh = -7	Hsp70 activator = -0.3	STAT1 act = 100	APP 5'UTR act = 2	STAT1 inh = 0	STAT3 inh = 4	DTT redox prof = 3.1	TLR4 MyD88 comp = -18	STAT3 act = 103	NF-kB neuron act = 1.8
CCCc1cc(C(=O)NNC(=S)Nc2cccc(C)c2)cs1
  HMGR II inh = 6	Hsp70 activator = -0.2	STAT1 act = 142*	APP 5'UTR act = 110	STAT1 inh = -46	STAT3 inh = -6	DTT redox prof = 0.4	TLR4 MyD88 comp = 1	STAT3 act = 108	NF-kB neuron act = 2.1
O=C(NCc1cccnc1)c1ccc(-c2cc(Cl)ccc2Cl)o1
  HMGR II inh = -4	Hsp70 activator = -0.1	STAT1 act = 93	APP 5'UTR act = 22	STAT1 inh = 7	STAT3 inh = -5	DTT redox prof = -0.2	TLR4 MyD88 comp = 8	STAT3 act = 109	NF-kB neuron act = 1
COc1ccccc1C(=O)NC(=Nc1nc2ccccc2o1)NC(=O)c1ccccc1OC
  HMGR II inh = -1	Hsp70 activator = -0.1	STAT1 act = 99	APP 5'UTR act = 2	STAT1 inh = -1	STAT3 inh = -41	DTT redox prof = 0.8	TLR4 MyD88 comp = 5	STAT3 act = 136*	NF-kB neuron act = 0.48

One compound at a time, from the list above. Screens in order: HMGR II inh	Hsp70 activator	STAT1 act	APP 5'UTR act	STAT1 inh	STAT3 inh	DTT redox prof	TLR4 MyD88 comp	STAT3 act	NF-kB neuron act
Shown for NC1=NC(=Nc2ccc(Br)cc2)c2ccccc21 → -3	0.1	103	-7	-3	11	0.1	-3	93	1.2
Shown for Cc1nc2cnccc2n1C → -10	0.1	104	25	-5	4	0.2	-4	103	1
